Screening results as filed in PubChem BioAssay.
MEKK2mut PB1 HTS: signal of MEK5 binding to mutant human MEKK2 PB1 domain; bead flow cytometry, Alexa488-MEK5 binding to MEKK2 mutant; percent response, % at 10 µM; actives 0.35% (n = 290,000); AID 1530; in the data active = percent response above about 24%, passing the limit was not always enough; also: inactives centre near 1; some results filed as inactive read as strong as hits; reference of the scale not given here
UBC9 SUMO inh: SUMOylation inhibition; actives 0.36% (n = 290,000); inhibition, % at 35 µM; AID 2006; HTRF SUMOylation assay, SAE1/SAE2 + UBC9, in vitro; in the data active = inhibition above about 50%, passing the limit was not always enough; also: strong numbers were not always called active
Target sequence (P63279 whole entry, looked up): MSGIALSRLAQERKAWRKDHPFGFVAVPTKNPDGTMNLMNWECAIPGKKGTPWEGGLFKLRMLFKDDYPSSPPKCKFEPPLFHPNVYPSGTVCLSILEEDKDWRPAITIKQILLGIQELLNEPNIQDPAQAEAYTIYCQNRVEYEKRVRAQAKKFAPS
NALP1 inh: inhibitors of NALP1 inflammasome in yeast; inhibition, % at 10 µM; S. cerevisiae NALP1/ASC/caspase-1 growth, X-gal OD620, 72 h; actives 0.61% (n = 280,000); AID 2071; in the data active = inhibition mostly above about 24%, no sharp cut-off; inactive = mostly below about 32%; also: some compounds called inactive have numbers as strong as hits
MEKK3 PB1 HTS: MEKK3-MEK5 PB1 interaction, increase or decrease; Q99759; bead-based flow cytometry, Alexa488-MEK5 binding to MEKK3; actives lie on both sides; 0 = blocked by unlabeled MEK5, 100 = vehicle; binding response (% of control), % at 10 µM; actives 1.4% (n = 290,000);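 active = binding response more than 3 SD above or below the average of its plate-row segment, actives on both sides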;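 also: Alexa488 bead fluorescence after subtracting the streptavidin-only scavenger bead signal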
Target sequence (Q99759 whole entry, looked up): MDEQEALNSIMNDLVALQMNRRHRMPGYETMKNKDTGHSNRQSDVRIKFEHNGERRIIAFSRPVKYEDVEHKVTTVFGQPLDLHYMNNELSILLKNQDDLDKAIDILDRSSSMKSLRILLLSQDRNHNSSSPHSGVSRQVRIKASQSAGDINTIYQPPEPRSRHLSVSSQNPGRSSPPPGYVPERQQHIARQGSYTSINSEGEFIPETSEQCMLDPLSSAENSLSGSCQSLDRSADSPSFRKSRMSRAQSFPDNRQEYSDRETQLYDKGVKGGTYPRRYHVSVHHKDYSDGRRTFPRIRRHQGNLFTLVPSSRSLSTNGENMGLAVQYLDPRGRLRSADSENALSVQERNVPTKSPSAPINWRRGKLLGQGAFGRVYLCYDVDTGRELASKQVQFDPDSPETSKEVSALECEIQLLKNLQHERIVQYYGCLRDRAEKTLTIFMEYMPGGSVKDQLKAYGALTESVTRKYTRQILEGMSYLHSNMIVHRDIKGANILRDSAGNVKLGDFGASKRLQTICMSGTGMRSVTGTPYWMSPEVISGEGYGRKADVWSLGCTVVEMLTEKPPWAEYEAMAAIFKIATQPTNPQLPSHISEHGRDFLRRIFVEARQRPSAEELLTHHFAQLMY
MEKK2 WT-MEK5: raises or lowers MEK5 binding to wildtype human MEKK2 PB1 domain; Q9Y2U5; bead flow cytometry, Alexa488-MEK5 binding to MEKK2 WT; actives lie on both sides; binding response (% of control), % at 10 µM; actives 1.1% (n = 290,000); AID 1531; in the data active = binding response below about 67% or above about 130%
PfM18AAP inh: blocks P. falciparum M18 aspartyl aminopeptidase | recombinant PfM18AAP, H-Glu-NHMec fluorogenic cleavage | inhibition, % at 7.35 µM | actives 1.2% (n = 290,000);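 active = inhibition above the campaign mean inhibition over all tested compounds plus 3 SD, cut at about 28% in these data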;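 also: 0% = plate median of test compound wells and 100% = 2 mM ZnCl2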
p-CIP stab down: lowers stability of the mouse p/CIP coactivator protein; F442A p/CIP-EGFP cells, EGFP fluorescence, 16 h; Q05BA5; actives 0.01% (n = 290,000); decrease of EGFP signal, % at 10 µM;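 active = EGFP signal decrease of at least 30% at 10 µM or well 3 SD below plate mean, unless failing retest; inactive = the rest, including hits failing retest or dose response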; also: some compounds called inactive have numbers as strong as hits; many of its hits are not listed in these tables
IDE cell activ: activators of human insulin-degrading enzyme in cells. activation, % at 5.96 µM. actives 0.073% (n = 340,000). HEK cells, FAbeta-B cleavage, fluorescence polarization; 0% vehicle, 100% cell-free pure enzyme wells. AID 493087;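 active = activation above the mean of all tested compounds plus 3 SD, set per screening campaign, cut at about 17% in these data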
IDE cell inh: cellular human IDE inhibition. P14735. HEK cells, FAbetaB cleavage, fluorescence polarization. inhibition, % at 5.59 µM. actives 0.41% (n = 320,000). AID 434962;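 active = percent inhibition above the average of all tested compounds plus 3 SD, set per screening campaign, cut at about 16% in these data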;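 also: IDE supplied by intact live HEK cells; FP after avidin binding of uncleaved biotin substrate so inhibition keeps polarization high; 0% = DMSO wells and 100% = 60 µM reference IDE inhibitor Ii1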
Numbers without * were called inactive; . = not tested or not shown; [ ] = dose if it differs, or a comment. The list is partial (hit frequency here may not be typical).

MEKK2mut PB1 HTS	UBC9 SUMO inh	NALP1 inh	MEKK3 PB1 HTS	MEKK2 WT-MEK5	PfM18AAP inh	p-CIP stab down	IDE cell activ	IDE cell inh	compound
1	5	.	93	90	5	-20	-5	2	O=C(Cn1cnc2c(nnn2Cc2ccccc2)c1=O)N1CCN(c2ccccc2)CC1
7	-2	6	104	103	2	-20	-6	-4	CCOC(=O)N1CCC(NC(=O)c2cc(COc3c(C)cccc3C)on2)CC1
-8	8	-9	100	93	-3	-21	-3	-4	Cc1cc(C)n2ncc(C(=O)Nc3ccc(Cl)c(Cl)c3)c2n1
-5	-1	.	105	93	3	-7	0	2	COc1cc2c(cc1NC(=O)COC(=O)/C=C/c1ccc([N+](=O)[O-])cc1)oc1ccccc12
14	-21	40	104	112	0	-10	-1	7	COc1cc(SC)ccc1C(=O)NCCOc1ccc(Cl)cc1
1	13	-7	102	99	17	-7	7	.	O=[N+]([O-])c1ccc(S(=O)(=O)N/N=C/c2ccsc2)cc1
-6	12	13	84	89	2	-5	-1	-1	CC(=O)c1ccc(N/C=C\C(=O)c2ccc(C)cc2)cc1
-10	13	18	93	94	-3	-4	4	10	CSC(=NC#N)N1CCN(c2cccc(Cl)c2)CC1
2	.	.	104	101	-2	.	3	7	O/N=C/c1cc(Br)ccc1OCc1ccc(F)cc1
-3	-8	1	96	99	-12	4	-4	-2	O=C(CSc1ccccc1)Nc1ccc(S(=O)(=O)Nc2ncccn2)cc1
1	.	.	100	102	.	.	0	0	CCOC(=O)N1C2=NC(C(=O)OC)=C(C(=O)OC)[C@@H]3N(C)c4ccc(OC)cc4[C@]23C[C@H]1C(=O)OC
-4	-27	-3	98	99	1	15	0	-4	COc1cccc(NC(=S)N2CCC(NC(=O)c3ccco3)CC2)c1
1	0	11	102	104	-5	4	4	1	Cc1cc(=O)[nH]c2nnc(-c3ccc(Cl)cc3)n12
-4	-3	32	103	96	-10	3	3	-7	CCOCc1nnc(NC(=O)COC)s1
-1	3	21	97	97	-1	-3	6	2	CC(C)(C)OC(=O)NC1CCN(S(=O)(=O)c2ccc3c(c2)OCCO3)CC1
9	4	8	105	105	-1	-18	-1	0	O=C(Nc1ccc(Br)cc1)c1cccc(N2C(=O)C3C4C=CC(C4)C3C2=O)c1 (stereo not drawn)
-10	-2	35	97	93	3	-13	1	6	CC(C)(C)c1ccc(C(=O)Nc2ccc(C(=O)NCc3cccnc3)cc2)cc1
9	7	-10	111	108	8	2	0	2	O=C(CC(SCCO)c1ccc2c(c1)OCO2)c1ccco1 (stereo not drawn)
7	20	3	101	106	1	-4	7	0	Cc1ccc(OCC(=O)NNC(=O)CCc2ccccc2)cc1
5	-7	28	102	99	3	-6	5	-5	Cn1cc(S(=O)(=O)Nc2ccc(OC(F)(F)F)cc2)c(=O)n(C)c1=O

Sorted by molar mass (rising): some entries from above
MEKK2mut PB1 HTS	UBC9 SUMO inh	NALP1 inh	MEKK3 PB1 HTS	MEKK2 WT-MEK5	PfM18AAP inh	p-CIP stab down	IDE cell activ	IDE cell inh	compound
2	.	.	104	101	-2	.	3	7	O/N=C/c1cc(Br)ccc1OCc1ccc(F)cc1
14	-21	40	104	112	0	-10	-1	7	COc1cc(SC)ccc1C(=O)NCCOc1ccc(Cl)cc1
-4	-27	-3	98	99	1	15	0	-4	COc1cccc(NC(=S)N2CCC(NC(=O)c3ccco3)CC2)c1
-10	-2	35	97	93	3	-13	1	6	CC(C)(C)c1ccc(C(=O)Nc2ccc(C(=O)NCc3cccnc3)cc2)cc1
-5	-1	.	105	93	3	-7	0	2	COc1cc2c(cc1NC(=O)COC(=O)/C=C/c1ccc([N+](=O)[O-])cc1)oc1ccccc12

(list continues)
MEKK2mut PB1 HTS	UBC9 SUMO inh	NALP1 inh	MEKK3 PB1 HTS	MEKK2 WT-MEK5	PfM18AAP inh	p-CIP stab down	IDE cell activ	IDE cell inh	compound
-5	15	17	99	91	3	4	5	2	NC(=O)CC(NC(=O)Cc1cccc2ccccc12)c1ccc(NC2CC3CCC2C3)c([N+](=O)[O-])c1 (stereo not drawn)
5	13	-8	101	104	-4	-2	-2	-1	Cc1nn(C)cc1CN1CCC(CO)(CCOc2ccccc2)CC1
0	-8	20	102	99	-1	-2	-4	-4	O=C(CSc1nc2ccccc2nc1N1CCOCC1)Nc1ccccc1F
4	-14	36	100	98	25	15	3	2	O=c1[nH]c(N/N=C/c2ccccc2)nc2ccccc12
2	-11	-1	96	97	1	-7	1	7	Cc1noc(C)c1S(=O)(=O)N(CC(=O)N1CCc2ccccc21)c1ccc(C(C)C)cc1
-7	19	18	95	93	5	-26	8	-2	N#Cc1cnn(-c2ncnc3sc(-c4ccccc4)cc23)c1N
-41	25	20	76	78	6	-11	2	4	CCOC(=O)c1cc(C#N)c(N2CCN(C(=O)c3ccccc3)CC2)nc1C(F)(F)F
3	10	19	100	106	-6	-9	-2	-3	COc1ccc(CC(=O)NC2CCSc3ccccc32)c(OC)c1 (stereo not drawn)
1	39	11	97	96	-4	-14	5	-2	N#CC1(C#N)COC23CCCCC2C1(C#N)C(=N)O3 (stereo not drawn)
4	-12	22	101	103	-5	-4	3	-4	CCOC(=O)N1CCN(C(=O)CCSc2ccc(C)cc2)CC1
-2	9	6	100	102	9	-6	3	-6	O=C(CCC1CCCCC1)NC1=NCCS1
0	8	26	151*	112	-9	1	0	1	COc1cc(CCC(=O)Nc2ccc(Br)c(C(F)(F)F)c2)cc(OC)c1OC
.	24	-2	.	.	19	-18	.	7	CSc1nc(-c2ccco2)nn1S(=O)(=O)c1ccccc1
4	-2	24	99	100	3	-6	0	4	CSc1ccc(CN(C)C(=O)C(Cc2ccccc2)NC(=O)c2ccccc2)cc1 (stereo not drawn)
-2	16	7	103	100	-13	-13	7	-3	CCCC(=O)Nc1nc2n(n1)C(c1ccccc1)CC(=O)N2 (stereo not drawn)
0	4	17	98	103	10	1	-5	3	COc1cc(C)ccc1OCCCCN1CC(C)OC(C)C1 (stereo not drawn)
-1	13	15	99	100	3	0	-4	7	Cc1onc(-c2ccccc2Cl)c1C(=O)NC(=S)Nc1ccccc1C(N)=O
-2	-39	-10	100	98	23	-3	-2	11	O=C(NNC(=S)NC(=O)c1cccc([N+](=O)[O-])c1)c1ccc(O)cc1
3	8	-3	104	103	-2	8	3	-2	CC(NC(=O)CCn1nc(-c2ccc(Cl)cc2)ccc1=O)c1ccccc1 (stereo not drawn)
5	19	7	102	101	-2	-16	0	-2	C=C(C)c1nc(N)nc(N)n1
-4	58	5	94	93	-6	0	3	0	S=C(Nc1cccc(Cl)c1)Nc1ccc2cn[nH]c2c1
13	0	14	103	120	-1	-8	-3	-1	COC(=O)c1ccc(C)c(NC(=S)NCc2ccc(Cl)cc2)c1
2	8	7	100	100	0	-15	1	-5	OCCOCCOCCn1c2ccccc2c2ccccc21
6	27	6	111	114	2	-2	1	-6	CN1C(=O)c2ccccc2C(C(=O)O)C1c1cn(C)c2ccccc12 (stereo not drawn)
-8	-31	1	108	103	5	7	2	3	COC(=O)CSc1nc(Cc2ccccc2)nc2ccccc12
-12	8	11	95	97	-2	-16	-3	5	O=C(O)C1CCN(C(=O)CCc2ccccc2)CC1
0	.	28	103	104	2	-2	3	1	C[C@H](NC(=O)c1ccccc1)C(=O)N1CCC2(CC1)NCCc1[nH]cnc12
-1	-15	35	100	100	0	-1	5	-3	Cc1ccc(/C=N/Nc2nnc(Cl)c3ccccc23)cc1
5	19	10	103	102	5	-8	.	0	Nc1c(C(=O)Nc2ccccc2)sc2ncc([N+](=O)[O-])cc12
11	20	-9	105	111	4	-10	2	1	c1ccc(CCc2nc(-c3ccncc3)no2)cc1
-39	22	16	0.0*[inhibitor]	0.0*[inhibitor]	6	-5	2	1	Cc1ccc(S(=O)(=O)N(C)CCCC(=O)n2nc(C)cc2C)cc1
-16	10	-4	52	53	-6	3	-4	0	CCN(CC(=O)Nc1cc(OC)ccc1OC)Cc1nc2ccccc2c(=O)[nH]1
5	16	12	110	111	5	-7	0	-1	CSc1cccc(NC(=O)c2[nH]c(C)c(C(C)=O)c2C)c1
-11	1	-7	73	73	-5	6	3	4	Cc1ccc(S(=O)(=O)N2CCN(C(=O)c3ccccn3)CC2)c(C)c1
-3	15	5	98	95	-5	-8	-1	0	CCNc1nc(CC)nc2c1oc1ccccc12
0	9	18	102	104	1	-19	2	-3	CCNC(=O)NC(=O)C(C)N1C(=O)NC(c2ccccc2)(c2ccccc2)C1=O (stereo not drawn)
4	30	26	102	102	-13	-12	2	-3	CC(=O)C1=C(O)C(=O)N(c2ccc(O)cc2)C1c1ccccc1 (stereo not drawn)
8	6	9	108	108	0	1	-1	6	CCOc1ccc(-c2noc(CCC(=O)O)n2)cc1
0	-4	24	122	104	-7	-8	0	-2	CCN1C(=O)/C(=C/c2cccs2)S/C1=N\S(=O)(=O)c1ccc(C)cc1
2	-2	36	132*	105	-3	-14	3	12	CCOC(=O)c1sc2nc(C)nc(SCC(N)=O)c2c1C
1	15	-3	99	97	-1	-3	5	4	C=Cn1cc[n+](CC(=O)c2ccc(Br)s2)c1
4	8	9	106	104	-2	6	-8	2	COc1ccc(-c2cc(C(=O)c3c(N)n(C)c(=O)n(C)c3=O)c3ccccc3n2)cc1
2	-19	1	88	92	-6	0	-3	2	c1ccc(C(c2nnnn2Cc2ccco2)N2CCN(c3nc4ccccc4s3)CC2)cc1 (stereo not drawn)
3	3	13	100	109	7	-7	4	-3	COC(=O)c1cn(NC(=O)c2cccc(N(C)C)c2)c(=O)c2ccccc12
2	7	-2	104	112	0	0	5	-4	CCCCC(NC(C)=O)c1nc2ccccc2n1CCC (stereo not drawn)
5	-25	-1	102	106	1	-8	5	-1	CCCN(CC1CC1)C(=O)COC(=O)c1[nH]c(C)c(C(=O)OCC)c1C
7	-10	5	101	107	-9	-16	-6	0	COc1ccc(N2CCN(C(=O)c3ccc4c(=O)n5c(nc4c3)CCCCC5)CC2)cc1
5	4	10	104	110	-10	-7	6	3	O=C(C1Cc2ccccc2CN1S(=O)(=O)c1cccs1)N1CCCCCC1 (stereo not drawn)
-9	13	13	97	96	2	-9	1	8	COC(=O)Cc1cc(=O)[nH]c(/N=C(\N)Nc2ccc(C(C)C)cc2)n1
-15	-5	15	99	92	4	12	0	3	COc1cc(CN2CCNC(=O)C2CC(=O)N2CCc3ccccc3C2)cc(OC)c1 (stereo not drawn)
-2	19	-6	99	97	-1	1	3	3	Cc1cc(C)n2nc(C)c(Br)c2n1
-2	30	-8	98	99	12	0	-26	60*	ClC(Cl)(c1nnnn1-c1ccccc1)c1nnnn1-c1ccccc1
-2	-2	-2	102	98	-1	-5	1	-3	Cc1onc(-c2ccccc2Cl)c1C(=O)N1CCN(Cc2ccc3c(c2)OCO3)CC1
-8	9	-3	106	96	1	-12	5	0	CC1CC(CN)CC(CO)C1 (stereo not drawn)
3	12	-3	100	103	1	-13	2	0	COc1ccc(CCNS(=O)(=O)c2ccc(OC)c(OC)c2)cc1OC
8	2	-4	99	104	-2	-10	.	.	CN(C)S(=O)(=O)N(CC(=O)Nc1ccccc1C(F)(F)F)c1ccccc1
-7	8	4	103	90	0	-11	5	1	CCC(O)CNC(=O)CCc1nnc(C2(c3ccc(Cl)cc3)CCC2)o1 (stereo not drawn)
-1	-27	30	106	99	7	0	4	-3	Cc1ccc(NC(=O)C2Cc3ccccc3CN2C(=O)c2ccccc2)cc1Cl (stereo not drawn)
-5	-1	6	95	97	-2	-17	4	-3	Cc1ccc(S(=O)(=O)NCCOCCNS(=O)(=O)c2ccc(C)cc2)cc1
-3	9	-7	99	92	4	-4	3	-6	Cc1ccc(-n2[nH]c(C)c(C=Nc3ccc(Br)cn3)c2=O)cc1
